MEKK2 mut-MEK5: MEK5 binding signal on mutant MEKK2 PB1, primary screen, biochemical, multiplex bead flow cytometry, Alexa488-MEK5; AID 1530, 2009; 290,000 compounds, 0.35% hits; Alexa488-MEK5 binding to MEKK2 mutant; percent response, % at 10 µM; in the data active means percent response above about 24%, passing the limit was not always enough; further: inactives centre near 1; some results filed as inactive read as strong as hits
DNA FID counter: compounds displacing fluorescent DNA intercalator, primary screen, artefact control for HCV NS3 helicase inhibitor project, biochemical, FID fluorescence | DNA fluorescent intercalator displacement | inhibition, % at 7.9 µM | 290,000 compounds, 0.17% hits; in the data active means inhibition above about 37%;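 further: 0% = vehicle and 100% = reference compound; higher means more ethidium bromide displaced from hairpin DNA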
MEKK3 PB1 HTS: modulators of MEKK3-MEK5 PB1 binding, primary screen, biochemical, wildtype MEKK3, multiplex bead flow cytometry, Alexa488-MEK5 | binding response (% of control), % at 10 µM | 290,000 compounds, 1.4% hits | bead-based flow cytometry, Alexa488-MEK5 binding to MEKK3; actives lie on both sides; 0 = blocked by unlabeled MEK5, 100 = vehicle;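 active means binding response more than 3 SD above or below the average of its plate-row segment, actives on both sides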;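 further: Alexa488 bead fluorescence after subtracting the streptavidin-only scavenger bead signal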
Target sequence (Q99759 whole entry, looked up): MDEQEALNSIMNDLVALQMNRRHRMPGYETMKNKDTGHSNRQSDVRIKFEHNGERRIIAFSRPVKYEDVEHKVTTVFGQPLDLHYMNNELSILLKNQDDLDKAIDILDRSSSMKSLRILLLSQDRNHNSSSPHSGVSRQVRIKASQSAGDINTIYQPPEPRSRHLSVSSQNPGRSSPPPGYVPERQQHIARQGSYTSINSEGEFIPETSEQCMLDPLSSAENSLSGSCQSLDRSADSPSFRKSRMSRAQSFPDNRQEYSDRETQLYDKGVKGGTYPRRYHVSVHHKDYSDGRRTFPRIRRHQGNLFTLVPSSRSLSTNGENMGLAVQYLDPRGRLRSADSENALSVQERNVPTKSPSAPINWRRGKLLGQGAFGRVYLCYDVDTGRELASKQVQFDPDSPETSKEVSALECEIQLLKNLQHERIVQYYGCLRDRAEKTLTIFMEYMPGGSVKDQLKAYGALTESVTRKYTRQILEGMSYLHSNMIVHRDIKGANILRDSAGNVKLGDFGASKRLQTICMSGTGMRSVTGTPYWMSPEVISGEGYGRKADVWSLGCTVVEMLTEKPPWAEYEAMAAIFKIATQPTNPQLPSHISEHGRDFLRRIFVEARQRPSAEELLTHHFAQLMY
CRFR2-BP ag: agonists of CRF-BP/CRF-R2 complex, primary screen, cell-based, HEK293, calcium dye fluorescence, uHTS; CRF-binding protein / CRF receptor 2 complex (human); calcium dye fluorescence (FLIPR); percent of saturating CRF peptide response; activation, % at 13.2 µM; 350,000 compounds, 0.46% hits;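 active means activation of at least 50%, plus an integration ratio under a set limit after plate pattern correction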;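 further: plate controls were neutral control wells without compound for no effect and CRF at EC100 for full effect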
HCV NS3 hel inh: inhibitors of HCV NS3 helicase, primary screen, biochemical, Cy5 molecular beacon fluorescence | inhibition, % at 10.9 µM | Hepatitis C virus NS3 helicase | 290,000 compounds, 0.56% hits | NS3 helicase DNA unwinding;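 active means inhibition above the mean of all tested compounds plus 3 SD, set per campaign, cut at about 35% in these data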;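 further: 0% = DMSO wells and 100% = thioflavine S control wells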
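Measured by: Cy5 fluorescence, 0 and 60 min reads / Assay system: NS3 helicase fragment of HCV / Control set: low DMSO, high thioflavine S at 110 µM / Times: 1 h reaction at 25 °C, ATP-initiated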
SUMO HTRF inh: inhibitors of in vitro SUMOylation cascade, primary screen, biochemical, HTRF, uHTS; SUMO-conjugating enzyme UBC9 (Homo sapiens), P63279; HTRF SUMOylation assay, SAE1/SAE2 + UBC9; inhibition, % at 35 µM; 290,000 compounds, 0.36% hits; AID 2006, 2009; in the data active means inhibition above about 50%, passing the limit was not always enough; further: strong numbers were not always called active
Target sequence (P63279 whole entry, looked up): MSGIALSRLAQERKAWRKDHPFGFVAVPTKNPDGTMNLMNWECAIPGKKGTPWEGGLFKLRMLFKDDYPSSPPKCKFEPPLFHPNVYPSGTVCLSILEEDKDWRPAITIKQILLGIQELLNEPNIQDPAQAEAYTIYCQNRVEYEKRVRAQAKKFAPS
MEKK2 WT-MEK5: modulators of MEK5 binding to wildtype MEKK2, primary screen, biochemical, multiplex bead flow cytometry, Alexa488-MEK5; binding response (% of control), % at 10 µM; 290,000 compounds, 1.1% hits; Mitogen-activated protein kinase kinase kinase 2 (Homo sapiens), Q9Y2U5; Alexa488-MEK5 binding to MEKK2 WT; actives lie on both sides; in the data active means binding response below about 67% or above about 130%
GalR3 antagonist: GalR3 antagonists in HEK293 cells, primary screen, cell-based, fluorescence readout. Galanin receptor type 3 (Homo sapiens), O60755. 360,000 compounds, 0.44% hits. HEK293 GalR3-CNG cAMP membrane potential fluorescence; galR3 body fused to GalR1 C-terminus. inhibition, % at 3 µM;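 active means inhibition above the screen-wide average plus 3 SD, cut at about 13% in these data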;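 further: forskolin and galanin both at EC90 stimulate the cells; cAMP rise reported by CNG channel membrane potential dye signal; 0% = forskolin plus galanin with DMSO and 100% = forskolin alone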
Target sequence (O60755 1-299 limits assumed): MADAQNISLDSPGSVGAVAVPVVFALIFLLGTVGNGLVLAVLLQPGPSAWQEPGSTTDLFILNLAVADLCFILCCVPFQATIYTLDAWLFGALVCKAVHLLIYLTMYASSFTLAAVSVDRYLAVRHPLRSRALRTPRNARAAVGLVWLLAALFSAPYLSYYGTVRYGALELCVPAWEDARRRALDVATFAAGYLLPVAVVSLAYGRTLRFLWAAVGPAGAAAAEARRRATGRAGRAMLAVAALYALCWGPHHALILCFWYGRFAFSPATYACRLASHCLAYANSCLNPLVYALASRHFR
CRFBP-R2 block: antagonists of CRF-BP/CRF-R2 complex, primary screen, cell-based, HEK293, calcium dye fluorescence, uHTS | inhibition, % at 11.8 µM | 350,000 compounds, 0.59% hits | CRF-induced calcium fluorescence;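 active means inhibition of the ligand-induced calcium signal above about 50% at the single tested concentration, limit read from the data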
Numbers without * were called inactive; · = not tested or not shown; [ ] = another dose, or the depositor's remark. A portion of the library, so the mix of outcomes need not match the whole.

The line under a structure holds: SUMO HTRF inh | GalR3 antagonist | MEKK2 mut-MEK5 | MEKK2 WT-MEK5 | CRFBP-R2 block | DNA FID counter | CRFR2-BP ag | MEKK3 PB1 HTS | HCV NS3 hel inh
1: CN(C)CCCNC(=S)N1CCN(c2nc(-c3ccccc3)cs2)CC1
→ 13 | -7 | 25* | 149* | -4 | 20 | 0.2 | 102 | -45
2: CC1(C)NC(=O)N(CC(=O)OCC(=O)Nc2cccc(S(N)(=O)=O)c2)C1=O
→ 0 | -1 | 5 | 104 | -5 | 1 | -1.7 | 100 | 8
3: CC1=CC(C)(C)N2C(=O)C3(C(C#N)=C(N)OC4=C3C(=O)CCC4)c3c(C)c(C)cc1c32 (stereo not drawn)
→ -24 | -4 | 5 | 101 | 10 | -17 | -0.7 | 103 | 12
4: COc1ccc(NC(=O)CC2C(=O)N(C)C(=S)N2CCc2ccccc2F)cc1 (stereo not drawn)
→ -7 | -4 | -1 | 99 | -24 | -18 | 1.1 | 103 | -6
5: Cc1ccccc1-n1c(-c2csc3ccccc23)n[nH]c1=S
→ 12 | -2 | -2 | 97 | 13 | -14 | -2.1 | 97 | 5
6: Cc1ccc(/C=C2\SC(=S)N(CCC(=O)N3CCOCC3)C2=O)cc1
→ 16 | 2 | -1 | 98 | -22 | -15 | 0.5 | 100 | 17
7: CCOCCCNC(=O)Cc1cc(=O)[nH]c(=O)[nH]1
→ -6 | · | 5 | 105 | -18 | -3 | 2.7 | 100 | 3
8: CCCCC(=O)Nc1ccc(C(=O)NCCc2ccc(S(N)(=O)=O)cc2)cc1
→ 7 | -6 | 3 | 106 | -18 | 0 | 12 | 106 | 9
9: O=C(c1cc(COc2cccc3cnccc23)on1)N1CCC(c2ccccc2Cl)C1 (stereo not drawn)
→ · | 1 | 3 | 106 | -11 | -36 | 0.1 | 104 | -14
10: COCCNC(=O)NC12CC3(C)CC(C)(CC(C)(C3)C1)C2
→ -16 | -7 | -6 | 104 | 3 | -26 | 0.4 | 101 | 17
11: CCC(C)(C(=O)NC1CCCC1)N(C(=O)c1cnccn1)c1c(C)n(C)n(-c2ccccc2)c1=O (stereo not drawn)
→ -10 | · | -4 | 91 | 0 | -6 | -1.5 | 95 | -11
12: COC(=O)c1c(NC(=O)Cc2cccs2)sc(C)c1C
→ 6 | -1 | 4 | 99 | 13 | -4 | 0.1 | 101 | 12
13: CC(=O)Nc1cccc(NC(=O)CSc2nccn2Cc2ccc(F)cc2)c1
→ 10 | -4 | -1 | 102 | -3 | -18 | 0.3 | 98 | -1
14: CCOC(=O)CNC(=O)CN1CCCN(S(=O)(=O)c2ccc(Br)s2)CC1
→ 17 | -6 | · | · | 10 | -10 | -0.6 | · | -2
15: CCOC(=O)CSc1ccc2nnc(-c3cccs3)n2n1
→ 18 | 5 | 12 | 110 | 1 | -10 | -3.9 | 104 | 3
16: COC(=O)CN1CCN(C(=O)c2ccc(F)cc2)c2ccccc2C1
→ 0 | 0 | 3 | 106 | -11 | -11 | 0.6 | 104 | 3
17: CCc1nn(CC(=O)NCCCc2ccccc2)c(=O)c2cc3c(OC)cccc3n12
→ 39 | 2 | 0 | 98 | 5 | -12 | -1.1 | 99 | -9
18: CC(C)c1ccccc1OCC(=O)NC1CCCc2ccccc21 (stereo not drawn)
→ -16 | 2 | 11 | 102 | -11 | -15 | -0.2 | 100 | -9
19: CCOC(=O)[C@@H]1CCNC[C@@H]1c1ccccc1
→ -10 | -1 | 0 | 98 | 9 | -4 | 1.3 | 98 | -3
20: Cc1ccc(CNc2ccc(N3C(=O)CCCC3=O)cc2[N+](=O)[O-])cc1
→ -5 | -3 | -2 | 99 | -1 | -1 | -4.6 | 102 | -5
21: CC(C)CC(COCc1ccc(Cl)cc1)N1CCN(C(=O)c2ccc(Cl)cc2Cl)CCC1=O (stereo not drawn)
→ 0 | -7 | -7 | 82 | -3 | -30 | -0.4 | 68 | -12
22: Cc1n[nH]c(=O)c2c(NC(=O)CSc3nc4ccccc4c(=O)n3CCCO)oc(C)c12
→ 10 | 4 | 1 | 103 | -12 | -20 | -2.3 | 100 | 3
23: O=[N+]([O-])c1ccc(N2CCN(CCO)CC2)cc1Sc1nc2ccccc2[nH]1
→ 28 | -12 | · | · | 6 | 16 | -0.5 | · | -9
24: O=C(c1ccc(S(=O)(=O)c2ccccc2Cl)c([N+](=O)[O-])c1)N1CCN(Cc2ccccc2)CC1
→ -5 | -2 | -2 | 96 | -15 | -17 | -1.0 | 94 | -17
25: CC(Sc1nc2ccccc2[nH]1)C(=O)NC1CCCCC1C (stereo not drawn)
→ 4 | -5 | 7 | 106 | -12 | -28 | -8.2 | 107 | 17
26: Cc1noc(C)c1CSc1ccccc1C(=O)Nc1nccs1
→ 11 | -3 | -5 | 96 | -7 | 8 | 0.0 | 89 | 0
27: COc1ccc(OCCCC(=O)Nc2cccc([N+](=O)[O-])c2C)cc1
→ 18 | -3 | 2 | 124 | 38 | 2 | -4.4 | 99 | -7
28: C/C(=N/NC(=O)c1ccc2c(c1)OCO2)c1cccc(NC(=O)C(C)(C)C)c1
→ 8 | 5 | -3 | 92 | 4 | -4 | 0.2 | 90 | 6
29: COC(=O)CSC1=C(C#N)C(=O)NC2(CCCCC2)S1
→ 11 | 4 | 15 | 104 | 13 | -1 | -0.2 | 99 | 3
30: Nc1nc(SCCOc2ccccc2)n[nH]1
→ -15 | -1 | 3 | 113 | -4 | -4 | -1.6 | 110 | 0
31: CCOc1ccc(/C(O)=C2\C(=O)C(=O)N(CCN(C)C)C2c2cc(OC)ccc2OC)cc1Cl (stereo not drawn)
→ · | -5 | · | · | -1 | 1 | -0.5 | · | 9
32: COCCSc1ccccc1C(=O)Nc1cc(C)cc(C)c1
→ -3 | -1 | -2 | 97 | 5 | -15 | -0.6 | 105 | -1
33: CN1CCN(NC(=O)c2cc(-c3ccc(Cl)s3)nc3ccccc23)CC1
→ 31 | -10 | 3 | 113 | -10 | 28 | -0.6 | 101 | -68
34: COC(=O)C(C)Sc1nnc2n(-c3cccc(C)c3)c(=O)c3c4c(sc3n12)CCCC4 (stereo not drawn)
→ -17 | 2 | 2 | 105 | 13 | -10 | -4.5 | 111 | 8
35: CCc1cc2c3c([nH]c2cc1S(=O)(=O)NCCCOC)CC(C)(C)CC3=O
→ 8 | -8 | 5 | 104 | -8 | -27 | 0.1 | 102 | -11
36: COc1cccc(C2/C(=C(/O)c3cnn(-c4ccccc4)c3C)C(=O)C(=O)N2CCN(C)C)c1 (stereo not drawn)
→ 5 | 0 | · | · | 16 | -14 | -1.2 | · | 0
37: CCCN1CCOC(CC(=O)Nc2ccc([N+](=O)[O-])cc2)C1=O (stereo not drawn)
→ 6 | -2 | -4 | 93 | 23 | -1 | 0.8 | 102 | 10
38: Cc1cc(N2CCN(C)CC2)nc(N2CCOCC2)n1
→ 19 | 3 | 3 | 107 | 6 | 7 | 0.3 | 107 | 3
39: CCc1nnc(NC(=O)CSc2ccc(-c3ccc(F)cc3)nn2)s1
→ 1 | · | -3 | 88 | · | -6 | · | 91 | 0
40: Nc1nc(-c2cccnc2)nn1S(=O)(=O)c1ccccc1
→ · | -10 | 5 | 105 | 14 | -5 | -0.5 | 118 | 9
41: NS(=O)(=O)c1ccc2nc(NC(=O)c3ccc4ncsc4c3)sc2c1
→ 16 | · | 7 | 104 | 0 | -15 | -1.5 | 96 | 44*
42: Cc1ccc(NC(=S)NCCc2c[nH]c3ccccc23)cc1
→ -10 | -5 | 11 | 108 | 8 | -3 | -1.7 | 103 | -4
43: Cc1cc(N2CCOCC2)nc2ccc(NC(=O)C3CCC(C)CC3)cc12 (stereo not drawn)
→ 14 | -2 | 0 | 102 | 11 | 14 | -4.0 | 101 | -6
44: COC(=O)Oc1cncc(C(=O)O)c1
→ 17 | -2 | 19 | 109 | -10 | 2 | -0.5 | 103 | 3
45: O=C(NCc1cccnc1)/C(=C/c1ccc(Cl)cc1)NC(=O)c1ccccc1
→ 16 | -10 | 0 | 96 | 5 | -14 | -1.3 | 103 | -14
46: CC(C)CCN1CC(C(=O)NC(C)C)CC1=O (stereo not drawn)
→ -15 | -6 | 3 | 102 | 19 | -6 | -0.8 | 102 | -8
47: COc1cc(S(=O)(=O)n2nc(C)cc2C)c(OC)cc1Cl
→ 8 | -6 | -27 | -2.0*[inhibitor] | 12 | 1 | -2.1 | 2.0*[inhibitor] | -1
48: Cc1cc(NC(=O)c2ccc3c(c2)OCCO3)no1
→ -10 | · | 2 | 100 | -19 | -2 | -3.4 | 95 | -1
49: COc1ccc(CNC(=O)CNS(=O)(=O)c2cccc(C#N)c2)cc1OC
→ 3 | -9 | 2 | 99 | 4 | -6 | -0.1 | 101 | 8
50: CSc1sc(-c2ccnc(SCCS(C)(=O)=O)n2)c(-c2ccccc2)c1C#N
→ -8 | -6 | -5 | 98 | -4 | -3 | -0.7 | 97 | -5
51: CC1(C)CC(CC(=O)Nc2nccs2)(c2ccccc2)CCO1 (stereo not drawn)
→ -4 | 4 | 2 | 114 | 8 | -11 | -1.6 | 101 | -2
52: CCOC(=O)c1ccc(NC(=O)C2CCN(C(=O)c3ccc(OC)c(OC)c3)CC2)cc1
→ 0 | -3 | 5 | 96 | 4 | -41 | 0.1 | 106 | 0
53: O=C(c1cc2ccccc2oc1=O)N(Cc1ccccc1)Cc1ccc2c(c1)OCO2
→ 19 | 1 | 0 | 98 | -1 | -30 | -0.9 | 106 | -10
54: O=C(CSc1nc2[nH]ncc2c(=O)[nH]1)N1CCCCC1
→ -3 | 0 | 4 | 111 | 11 | -4 | 0.1 | 108 | 1
55: O=C1C2CCCCN2C(=O)N1CCN1CCN(c2ccc([N+](=O)[O-])cc2)CC1 (stereo not drawn)
→ 18 | -3 | 9 | 106 | -55 | -6 | -2.6 | 108 | -2
56: CCC(=O)Nc1ccc(NCc2ccc(-c3ccccc3)cc2)cc1
→ 10 | -9 | 8 | 104 | -8 | 0 | -3.5 | 107 | -2
57: O=C(NCc1cccnc1)C(=O)NCC1OCCCN1S(=O)(=O)c1ccc(Cl)cc1 (stereo not drawn)
→ 13 | -3 | -12 | 89 | 21 | -11 | -0.5 | 94 | 2
58: O=C(Cn1cncn1)c1ccccc1Br
→ 9 | -2 | -2 | 101 | 0 | -4 | 3.8 | 102 | -5

Another view of 2 compounds above:
| cpd | SMILES | SUMO HTRF inh | GalR3 antagonist | MEKK2 mut-MEK5 | MEKK2 WT-MEK5 | CRFBP-R2 block | DNA FID counter | CRFR2-BP ag | MEKK3 PB1 HTS | HCV NS3 hel inh |
| --- | --- | --- | --- | --- | --- | --- | --- | --- | --- | --- |
| 54 | O=C(CSc1nc2[nH]ncc2c(=O)[nH]1)N1CCCCC1 | -3 | 0 | 4 | 111 | 11 | -4 | 0.1 | 108 | 1 |
| 55 | O=C1C2CCCCN2C(=O)N1CCN1CCN(c2ccc([N+](=O)[O-])cc2)CC1 (stereo not drawn) | 18 | -3 | 9 | 106 | -55 | -6 | -2.6 | 108 | -2 |
